# Growth percent in the NCI-60 one-dose screen (48 h, 10 µM unless noted): 100 = growth as untreated, 0 = no growth, -100 = all killed.
# NCI-H226 – NCI-H226 lung cancer. 79,000 compounds, 3.5% hits. AID 1794732
# NCI-H322M – NCI-H322M lung cancer; 80,000 compounds, 2.7% hits
# NCI/ADR-RES – NCI/ADR-RES ovarian cells. AID 1794790. 81,000 compounds, 4.4% hits
# KM12 – KM12 colon cancer cells | AID 1794800 | 82,000 compounds, 5% hits
# COLO 205 – COLO 205 colon cancer; 79,000 compounds, 7.3% hits; AID 1794742
# NCI-H460 – NCI-H460 lung cancer; AID 1794736; 82,000 compounds, 6.8% hits
# NCI-H23 – NCI-H23 lung cancer; 80,000 compounds, 4% hits; AID 1794731
# NCI-H522 – NCI-H522 lung cancer. AID 1794739. 78,000 compounds, 8% hits
# IGROV1 – IGROV1 ovarian cancer | 79,000 compounds, 4.7% hits
# * hit, by the source's call; nt = no result given; & = joins results of further samples. The calls were made as follows: active = growth percent below 10; inactive = the rest.
SMILES,NCI-H226,NCI-H322M,NCI/ADR-RES,KM12,COLO 205,NCI-H460,NCI-H23,NCI-H522,IGROV1
CN(C)N=Nc1c(Br)cc(Br)cc1Br,109,120,114,114,109,114,115,95,114
CCCCc1nc2c(N)nc3ccccc3c2n1Cc1cccc(CN)c1,87,81,93,50,44,20,73,73,63
O=C1NC(=O)/C(=C\c2cn(-c3ccccc3)nc2-c2ccc(Cl)cc2)S1,95,102,101,102,107,99,85,63,101
c1ccc(Nc2nnc(-c3ccc4c(c3)OCO4)o2)cc1,nt,89,88,80,99,101,85,62,86
Cn1ccnc1C(=O)/C=C/c1ccc(C(=O)Nc2nccs2)cc1,91,84,92,84,115,77,83,86,86
C=CNc1nnc(C(=O)c2c[nH]c3ccccc23)o1,90,87,101,91,107,104,89,91,86
O=C1C=CN2C(=O)CC=CC2[C@@H]1O (stereo partly drawn),113,116,106,105,123,121,103,113,118
CSC(=N\N=C\c1c(F)cccc1Cl)/N=C/N(C)C,97,110,110,106,nt,109,107,97,103
CCOC(=O)c1ccc(N(CC2CO2)S(=O)(=O)c2ccc(C)cc2)cc1 (stereo not drawn),nt,112,93,109,108,112,88,100,78
COc1ccc(C2(c3ccc(OC)cc3)c3ccccc3Cc3c(OC)cccc32)cc1,95,99,97,97,99,97,93,86,102
N#Cc1c(-c2cccs2)c(C(N)=O)c(N)n(Cc2nc3ccccc3[nH]2)c1=O,86,104,97,99,106,99,90,93,65
COc1ccc(C)c2sc(N(Cc3cccnc3)C(=O)c3ccc(C#N)cc3)nc12,nt,6.4*,9.3*,18,1.8*,-24*,7.4*,-22*,-14*
CCCCNC(=S)NNc1ccc([N+](=O)[O-])cn1,101,113,105,109,113,113,101,105,111
CCOc1ccccc1[C@H]1C(C(=O)c2ccc(Cl)cc2)C2(N[C@@H]1c1ccccc1)C(=O)Nc1ccc(Br)cc12 (stereo partly drawn),-68*,16,-47*,-9.3*,-82*,3.0*,-39*,-4.4*,1.0*
COc1ccc(C(C)=O)c(O)c1,95,96,102,105,119,104,101,101,101
O=C(O)c1ccc(N/C=C/C(=O)c2ccccc2)cc1,101,98,104,102,106,105,103,95,107
CCOC(=O)c1[nH]cc(-c2ccccc2)c1-c1ccccc1OC,106,99,104,100,123,100,95,96,90
CC(=O)c1ccc(NC(=O)CSc2nnc(-c3ccc4nc(-c5ccc(Cl)cc5)[nH]c4c3)o2)cc1,98,100,108,84,117,90,nt,102,99
O=C(Cc1ccccc1Nc1c(Cl)cccc1Cl)NN1C(=O)/C(=C/N2N=C(c3ccc4ccccc4c3)CC2c2ccc(F)cc2)SC1=S (stereo not drawn),97,93,104,89,99,100,90,93,87
C=CCNCc1cc(O)c(CNCC=C)cc1O,103,107,100,101,104,108,101,93,109
Cc1cc(N=C2CSC(=O)N2)n[nH]1,105,113,122,124,118,123,112,111,115
COc1ccc(-c2cc(-c3cc(OC)ccc3OC)[nH]c(=O)c2C#N)cc1,70,92,34,51,nt,32,64,17,53
O=C(O)C(c1ccccc1)C(O)C1CCCCC1 (stereo not drawn),92,106,108,101,nt,107,107,95,105
CN(C)c1ccc(C=NCCN=Cc2ccc(N(C)C)cc2)cc1,107,105,105,105,113,106,100,100,111
C=C1C(=O)O[C@H]2[C@H]1CC/C(COC(=O)/C=C/C(=O)OC/C1=C/CC[C@@]3(C)O[C@H]3[C@H]3OC(=O)C(=C)[C@@H]3CC1)=C\CC[C@@]1(C)O[C@@H]21,81,101,97,90,11,100,94,-32*,88
# Additional records follow:
SMILES,NCI-H226,NCI-H322M,NCI/ADR-RES,KM12,COLO 205,NCI-H460,NCI-H23,NCI-H522,IGROV1
c1ccc(Cc2ncnc3nc[nH]c23)cc1,107,96,110,103,117,106,104,99,112
C=C(CBr)[C@@H]1CC[C@]2(C(=O)OC)CC[C@]3(C)[C@H](CC[C@@H]4[C@@](C)(CCC#N)[C@H](C(=C)CBr)CC[C@]43C)[C@@H]12,76,95,85,95,107,97,83,79,83
O=C(/C=C\c1ccco1)/C=C/c1ccco1,99,117,105,106,106,116,99,112,110
C=CCOC(=O)COC(=O)C(C)(C)OC(C)=O,93,98,96,99,115,105,96,105,103
CCOC(=O)C/C1=C/CC/C2=C/C[C@@H]3[C@@H](CCCC3(C)C)CC[C@H]3CCCC(C)(C)[C@H]3C/C=C(/CC/C=C(/CC(=O)OCC)CC1)CC2 (tested in a mixture with another compound),97,102,115,109,105,105,107,98,91
CCc1cccc2c1S/C(=C/c1ccc(Cl)cc1)C2=O,87,85,101,98,108,102,80,92,66
C=C(C[C@](O)(C(=O)/C=C/c1ccc(Cl)cc1)C(=O)OC)c1ccccc1,90,90,59,15,60,89,64,66,81
Cc1cccc(C)c1Nc1nnc(-c2ccccc2)s1,101,107,106,99,101,110,100,82,110
O=S(=O)(O)CC(O)CN1CCN(CCO)CC1 (stereo not drawn),108,112,100,107,106,114,94,89,124
Cc1ccc(-c2nc([P+](c3ccccc3)(c3ccccc3)c3ccccc3)c(S(=O)(=O)c3ccc(C)cc3)o2)cc1,47,57,59,19,-38*,4.8*,15,4.0*,26
NC1CCCCCC1,101,77,96,110,114,102,104,nt,88
CCOC(=O)c1nnn(Cc2cc(=O)oc3ccc(C)cc23)c1C,97,103,103,101,110,103,100,86,106
N#C/C(=C(\CCCO)NCCCCCC(=O)O)c1nc2ccccc2c(=O)[nH]1,100,108,109,113,128,119,104,103,108
Oc1c(Cl)cc(Cl)cc1/C=N/c1nc(-c2ccc(Cl)cc2)cs1,90,105,95,87,138,110,98,93,99
COc1ccc(-c2c3c(N)c4c(nc3nc3c2c(C)nn3-c2ccccc2)CCCC4)cc1,87,nt,87,90,73,74,nt,61,90
CN1c2ccccc2C(=O)N(NC(=O)Nc2ccc(F)cc2)C1c1ccccc1 (stereo not drawn),94,100,83,100,104,97,97,91,101
Cc1cc(O)ccc1N=O,105,113,102,100,101,106,92,85,114
O=C(O)C1Cc2nc[nH]c2CN1CO (stereo not drawn),101,101,101,101,108,106,99,90,102
O=C1C(c2nnc(-c3ccccc3)n2-c2ccc(Cl)cc2)=C(O)c2ccccc21,102,95,104,103,119,114,98,84,108
COc1ccc(-c2nn(-c3cccc(Cl)c3)cc2-c2cc(-c3cccs3)[nH]c(=S)n2)cc1,59,nt,47,28,52,44,16,46,51
C=C(C)[C@@H]1C[C@H](O)Cc2cc(F)ccc2N1,96,102,94,106,101,101,97,94,108
O=C(c1ccccc1)c1cn(C2CCCCC2)c(-c2ccccc2)c1NC1CCCCC1,81,89,95,95,96,89,70,75,88
CN1CCN(c2nc(Nc3ccc(O)cc3)nc3ccccc23)CC1,nt,68,51,66,44,14,75,37,52
CN(C)c1ccc(C(=O)C(=O)c2ccc(N(C)C)cc2)cc1,105,96,103,102,103,105,99,98,115
Nc1ccccc1C1(c2ccccc2)N=C(c2ccccc2)c2ccccc2N1 (stereo not drawn),95,93,102,97,108,94,89,95,94

# Eleven compounds already listed, ordered by count of non-hydrogen atoms, ascending.
SMILES,NCI-H226,NCI-H322M,NCI/ADR-RES,KM12,COLO 205,NCI-H460,NCI-H23,NCI-H522,IGROV1
NC1CCCCCC1,101,77,96,110,114,102,104,nt,88
C=CCOC(=O)COC(=O)C(C)(C)OC(C)=O,93,98,96,99,115,105,96,105,103
Cc1cccc(C)c1Nc1nnc(-c2ccccc2)s1,101,107,106,99,101,110,100,82,110
Oc1c(Cl)cc(Cl)cc1/C=N/c1nc(-c2ccc(Cl)cc2)cs1,90,105,95,87,138,110,98,93,99
CCOC(=O)c1nnn(Cc2cc(=O)oc3ccc(C)cc23)c1C,97,103,103,101,110,103,100,86,106
CN1CCN(c2nc(Nc3ccc(O)cc3)nc3ccccc23)CC1,nt,68,51,66,44,14,75,37,52
CN1c2ccccc2C(=O)N(NC(=O)Nc2ccc(F)cc2)C1c1ccccc1 (stereo not drawn),94,100,83,100,104,97,97,91,101
COc1ccc(-c2nn(-c3cccc(Cl)c3)cc2-c2cc(-c3cccs3)[nH]c(=S)n2)cc1,59,nt,47,28,52,44,16,46,51
COc1ccc(-c2c3c(N)c4c(nc3nc3c2c(C)nn3-c2ccccc2)CCCC4)cc1,87,nt,87,90,73,74,nt,61,90
C=C(CBr)[C@@H]1CC[C@]2(C(=O)OC)CC[C@]3(C)[C@H](CC[C@@H]4[C@@](C)(CCC#N)[C@H](C(=C)CBr)CC[C@]43C)[C@@H]12,76,95,85,95,107,97,83,79,83
Cc1ccc(-c2nc([P+](c3ccccc3)(c3ccccc3)c3ccccc3)c(S(=O)(=O)c3ccc(C)cc3)o2)cc1,47,57,59,19,-38*,4.8*,15,4.0*,26

# Later entries
SMILES,NCI-H226,NCI-H322M,NCI/ADR-RES,KM12,COLO 205,NCI-H460,NCI-H23,NCI-H522,IGROV1
CN(C)c1ccc(CSc2ccccc2)cc1,106,115,108,108,111,111,108,103,106
CCCCOS(=O)(=O)c1ccccc1,98,98,107,109,134,115,104,111,131
COc1ccc2nc3cc(Cl)ccc3c(Nc3ccc(C(=O)O)c(O)c3)c2c1,110,126,114,104,125,113,106,94,145
COc1cccc(NC(=O)Cn2cc3c(=O)oc4ccccc4c3n2)c1,104,99,100,100,101,101,102,83,97
COc1cc(/C=C/C(=O)/C=C(/C=C/c2ccc(OC(C)=O)c(OC)c2)OB(F)F)ccc1OC(C)=O,87,100,44,74,71,nt,61,17,66
Cn1nc(Nc2ccccc2)c(C(=O)NN)c1N,93,97,94,99,104,107,100,97,95
C1CCOC1,99,106,106,111,114,96,102,78,111
COC1=C(OC)C(=O)C(CCCCCCCCCCO)=C(C)C1=O,97,112,29,67,102,99,35,64,58
O=C1c2ccccc2C(=O)c2c1cccc2S(=O)(=O)O,102,106,97,108,108,102,105,100,97
COC(=O)c1cc(O)c2c(c1C(=O)OC)C[C@H]1[C@@H]3CC=C4C[C@@H](O)CC[C@]4(C)[C@H]3CC[C@]21C,71,66,44,36,83,65,46,50,73
O=C(O)c1ccc(S(=O)(=O)O)cc1,100,99,100,109,129,109,101,nt,nt
CC(C)(C)OC(=O)O/N=C(\C#N)c1ccccc1,107,109,109,108,107,119,101,98,106
Nc1cccc(/C=C/c2ccncc2)c1,101,101,111,107,156,109,104,94,nt
CC(C)(C)NC(=S)NC(C)(C)C,97,118,98,110,120,107,95,87,111
c1ccc2c(c1)Oc1ccccc1C2C1c2ccccc2Oc2ccccc21,103,94,95,95,100,96,91,88,92
O=CNc1ccc2c(c1)Cc1cc(NC=O)ccc1-2,103,142,105,103,101,106,95,96,nt
Cc1cccc2c(=O)c3ccccc3oc12,98&87,110&95,108&99,102&97,111&95,102&106,102&89,97&92,117&94
CN(C)CCOc1ccc2c(c1)CCC2=O,101,112,109,107,103,106,105,101,104
CCOC(=O)c1cn(CC)c2cc(N(C)CCc3ccc(OC)c(OC)c3)c(F)cc2c1=O,126,87,nt,103,111,97,97,91,92
COc1ccc(-c2nc(/C=C3\SC(=NCc4ccc(OC)c(OC)c4)NC3=O)c3ccccn23)cc1,104,93,90,95,116,110,77,89,92
O=C(OCCCCOC(=O)n1cnc2ccccc21)n1cnc2ccccc21,97,105,105,104,103,103,100,91,102
Cc1ccc(-c2nc(C#N)c(N(C)C)o2)cc1,79,96,99,96,101,99,82,90,70
N#Cc1cc2[nH]c3ccc(OC(F)(F)F)cc3c2oc1=O,82,93,71,80,87,88,84,42,79
COc1cc(C2=N/C(=C\c3cc4ccccc4nc3OC)C(=O)O2)cc(OC)c1OC,105,99,106,105,117,109,102,90,106
COC(=O)/C(CCC(Br)C(C)(C)[n+]1ccccc1)=C1\[C@@H](OC(C)=O)C[C@@]2(C)[C@H]1C[C@@H](O)[C@H]1[C@@]3(C)CCC(=O)[C@@H](C)[C@@H]3CC[C@@]12C (stereo partly drawn),93,103,101,110,116,106,98,96,112
# (further entries)
SMILES,NCI-H226,NCI-H322M,NCI/ADR-RES,KM12,COLO 205,NCI-H460,NCI-H23,NCI-H522,IGROV1
CCCN(CCC)C(C)C(O)c1ccc2cc(Br)c3ccccc3c2c1 (stereo not drawn),102,88,85,86,81,71,84,83,41
COc1cc2ncnc(Nc3cccc(Cl)c3F)c2cc1OC(=O)N1CCN(C)C[C@H]1C,76,10,64,88,80,90,92,16,16
C#Cc1cccc(Nc2nc(Cl)nc3cc(NC(=O)CCl)ccc23)c1,-49*,-73*,-14*,-62*,-70*,-59*,-74*,-69*,-60*
COc1cccc(OC)c1-c1nnn(C)c1C(=O)N1CCN(c2ccc([N+](=O)[O-])cc2Cl)CC1,99,89,99,105,104,107,nt,97,95
Cc1ccccc1NC(=O)CSC#N,96,88,101,97,96,104,96,84,102
Cc1ccc2c(n1)C(=O)C(Oc1ccc(F)cc1)=CC2=O,77,101,97,101,nt,101,95,-44*,109
O=c1ccc2c(ccc3ncccc32)o1,104,101,106,107,107,113,106,96,109
Nc1nc2[nH]ncc2c(=O)[nH]1,94,105,94,102,99,94,103,99,nt
O=C1c2cccc3cccc(c23)C(=O)N1Nc1nc(N2CCN(Cc3ccccc3)CC2)nc(-n2cnc3ccccc32)n1,55,100,88,29,113,94,93,90,67
CCC(C)C(NC(=O)CN1C(=O)/C(=C/C(C)=C/c2ccccc2)SC1=S)C(=O)O (stereo not drawn),93,106,98,104,123,107,95,94,101
CCCSc1cc(SCCC)nc(N)n1,110,100,100,103,140,105,97,120,115
CC(O)(C(=O)c1ccccc1)c1ccccc1 (stereo not drawn),94&101,106&98,95&100,102&106,110&114,104&105,99&105,101,111&97
Nc1nnc(-c2ccc(OCc3nnc(-c4ccccc4Cl)o3)cc2)s1,nt,101,97,106,110,99,82,98,94
COc1cc(C2C3=C(COC3=O)N(CCO)c3cc4c(cc32)CCC4)cc(OC)c1O (stereo not drawn),nt,53,53,-21*,14,-23*,45,-25*,17

# Bioassay records from PubChem BioAssay.
